CCT modulator – cytosolic chaperonin activity modulation. activity change, % (no concentration beside the values), hits read low. hit rate 0.3% among 360,000. purified chaperonin ATPase assay, HTRF ADP detection, 30 min; in the data active = activity change below about -30%; also: % is scaled to controls: 0 for no effect and ±100 for the full control effect
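TRiC at 40 or 20 nM final (batch-dependent) in 30 mM Tris pH 7.4, 100 mM KCl, 5 mM MgCl2, 1 mM DTT, with compound at single 76 uM and 10 uM ATP, 30 min at 37 deg C. ADP detected by HTRF Transcreener, 665/615 ratio.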
Mm-Cpn inhibitor – M. maripaludis TRiC chaperonin inhibition | hit rate 0.031% among 330,000 | AID 504842 | Potency, µM (doses to about 76.9 µM), for the others: top-dose activity, negative = inhibition, hits mostly inhibitors | purified Mm-Cpn ATPase, ADP Transcreener TR-FRET; also: potency is read from the fitted curve at half-maximal effect; % is scaled to controls: 0 for no effect and ±100 for the full control effect; nearly all actives have a fitted effect of over 80% in size
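ATP (10 uM final) was added to archaeal chaperonin (25 nM final) after 10 min exposure to test compound at 37°C; after 30 min further incubation, ADP was detected by competitive TR-FRET.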
HepG2 viability – HepG2 cytotoxicity, counter-screen for TGF-b inhibitors; HepG2 CAGA-GFP viability, ATP luminescence, 18 h; Potency, µM (titrated, usually from 46.1 µM), inactives show at the top dose activity change, negative = cytotoxicity, most hits filed as cytotoxic; hit rate 0.76% among 410,000; AID 588856; also: potency is read from the fitted curve at half-maximal effect; some results filed as inactive show a strong effect at the top dose
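CellTiter-Glo luminescence gave cytotoxicity after 18 hours at 37 degrees C. The cells were HepG2 CAGA-GFP in 1% FBS DMEM, stimulated with 500 pg/mL TGF-beta after compound addition. %Activity was normalised to no-cell wells (complete cell-killing) and DMSO (no toxicity), and curves were fitted and classified.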
Nrf2 ARE act – activates Nrf2 signaling; AREc32 ARE-luciferase reporter (MCF7-derived line), luminescence, 24 h; Potency, µM (highest dose often 46.1 µM), inactives show at the highest dose activation, usual class: activators; hit rate 0.31% among 410,000; also: potency is read from the fitted curve at half-maximal effect; % of control where 0% means no effect; nearly all actives have a fitted effect of over 65% in size
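Reporter line AREc32 (ARE-Fluc), seeded overnight in OPTI-MEM with 5% FBS; compound pin-transferred, 24 hr at 37 deg C, 5% CO2; luminescent read-out.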
A549 tox – A549 cytotoxicity, counter-screen for Nrf2 inhibitors; hit rate 0.16% among 390,000; A549 ARE-Fluc cells, CellTiter-Fluor viability, 18-24 h; Potency, µM (series often up to 46 µM), inactives show top-dose activity change, negative = cytotoxicity, actives largely listed as inhibitors; also: potency is read from the fitted curve at half-maximal effect; % is scaled to controls: 0 for no effect and ±100 for the full control effect
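A549 ARE-Fluc cells in 5% FBS OPTI-MEM, 5000 cells/well, rested 2 h then exposed to compounds in concentration-response for 18-24 h at 37 °C. Viability by CellTiter-Fluor fluorescence (Ex 405/Em 525) after 30 min; luciferase luminescence (BugLite, 15 min, RT) read afterwards.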
TGFb SMAD3 inh – blocks TGF-b signaling; HepG2 CAGA-GFP TGF-b/SMAD3 reporter, GFP fluorescence, 18 h; TGF-beta stimulated, 500 pg/mL final; Potency, µM (doses to about 46.1 µM), inactives show at the highest dose activity, negative = inhibition, usual class: inhibitors; hit rate 1.2% among 410,000; AID 588855; also: potency is read from the fitted curve at half-maximal effect; % is scaled to controls: 0 for no effect and ±100 for the full control effect; nearly all actives have a fitted effect of over 65% in size
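Read-out: total well GFP (ex488/em500-530) summed from mean per-cell fluorescence. Cells: HEPG2 CAGA-GFP, 1% FBS DMEM, 18 h at 37 degrees C with 500 pg/mL final TGF-beta. Unstimulated wells served as the full-inhibition control; stimulated DMSO wells = 0%.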
ATXN viability – viability counter-screen for ATXN expression inhibitors; S2 cells (HEK-293 line with an ATXN2-luciferase reporter) viability, CellTiter-Fluor protease fluorescence, 24 h; Potency, µM (top dose mostly 56.7 µM), most hits filed as cytotoxic; hit rate 0.49% among 400,000; also: potency is read from the fitted curve at half-maximal effect; nearly all actives have a fitted effect of over 40% in size
Nrf2 block – blocks Nrf2 signaling. AID 504444. hit rate 2.1% among 360,000. Potency, µM (top dose mostly 46 µM), inactives show top-dose activity change, negative = inhibition, most hits filed as inhibitors. A549 ARE-Fluc reporter, luciferase luminescence, 18-24 h; also: potency is read from the fitted curve at half-maximal effect; % is scaled to controls: 0 for no effect and ±100 for the full control effect; nearly all actives have a fitted effect of over 60% in size
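Nrf2 activity is the BugLite luminescence, read 15 min after reagent at room temperature, following CellTiter-Fluor cytotoxicity readout (30 min, 37C). Compound titrations were applied for 18-24 h to 5000 A549 ARE_Fluc cells/well in 5% FBS OPTI-MEM.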
pAkt inh – inhibitors of Akt phosphorylation; hit rate 0.32% among 360,000; activity change, % for hits at 50 µM; Neuro2A IGF-stimulated pAkt S473 HTRF, 20 min; stronger effect = lower value; AID 651550; in the data active = activity change below about -80%; inconclusive = mostly about -51% to -80%; also: % is scaled to controls: 0 for no effect and ±100 for the full control effect
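Neuro2A cells in DMEM with 0.5% FBS, overnight at 37 deg C, given compound at single 50 µM final, then IGF (6 nM final) for 20 min at 37 deg C. Lysed; phospho-Akt Ser473 by HTRF after 24 h, 665/615 ratio.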
Starred values were filed as active, the others as inactive; i = inactive; ? = inconclusive; / = no result given; & = joins results of further samples. Unless noted, calls follow the shape of the dose curve; as a rule, active = well fitted curve in the direction sought with a large enough effect; inconclusive = small, poorly fitted or top-dose-only effect, or another doubt; inactive = no such curve, though single readings can be large; an effect the other way counts as inactive or inconclusive.

SMILES | CCT modulator | Mm-Cpn inhibitor | HepG2 viability | Nrf2 ARE act | A549 tox | TGFb SMAD3 inh | ATXN viability | Nrf2 block | pAkt inh
N#CCCN(Cc1ccccc1)C(c1ccnc2ccccc12)c1nnnn1-c1ccc2c(c1)OCCO2 (stereo not drawn) | -10 | / | / | 1.7% | / | / | i | / | i
COc1ccc(Cl)cc1C(=O)OCC(=O)Nc1sccc1C(N)=O | -2.5 | -13% | -10% | 2.7% | 1% | -15% | i | 4% | i
Cc1ccc(CC(=O)Nc2ccc(OC(F)F)c(Cl)c2)cc1C | -0.6 | 0% | -9% | 3.0% | 10% | 13% | i | -8% | i
CCOC(=O)C1CCCN(C(=O)c2ccncc2)CC1 (stereo not drawn) | -0.6 | / | -16% | -0.2% | / | 17% | i | / | i
Cc1cccc(Nc2nc(NCC3CCCO3)nc(N)c2[N+](=O)[O-])c1 (stereo not drawn) | -2.0 | 0% | -26% | 2.2% | -2% | -1% | i | 11% | i
C=CCNc1nnc(SCC(=O)Nc2ccccc2OC)c2ccccc12 | -1.9 | -7% | -7% | 11% | 0% | -2% | i | -27% | i
COc1cccc(-c2nc3c(c(SCC(=O)N4CCOCC4)n2)Cc2c(CO)cnc(C)c2O3)c1 | -6.7 | 2% | -12% | 4.5% | -1% | 4% | ? | 13% | i
O=c1cc(CN2CCN(Cc3ccccc3)CC2)c2cc3c(cc2o1)CCC3 | -9.5 | 1% | -8% | 0.4% | 3% | 16% | i | 1% | i
N#C/C(=C/c1ccco1)c1nc2ccccc2s1 | -0.8 | -1% | -7% | ? | -4% | -23% | ? | ? | i
CCCN(C(=O)Cn1c(C(F)(F)F)nc2ccccc21)C1CCS(=O)(=O)C1 (stereo not drawn) | 2.7 | 1% | 3% | 0.2% | -1% | 15% | i | -7% | i
COc1ccccc1C(CNc1ncccc1[N+](=O)[O-])N(C)C (stereo not drawn) | 0.8 | 0% | -1% | -0.6% | -2% | 3% | i | 6% | i
N#Cc1ccc(CSc2ccc(S(=O)(=O)N3CCCC3)cn2)cc1 | -0.3 | -2% | -57% | 3.3% | 3% | ? | i | ? | i
N/C(=N\OC(=O)CC1CCCCC1)c1ccc(Br)cc1 | -3.5 | 0% | 25% | -0.2% | -1% | -1% | ? | ? | i
COc1ccc(NC(=O)CSc2nnc3ccc(-c4cccnc4)nn23)cc1OC | -1.4 | -3% | -25% | 0.1% | 0% | -1% | ? | 2% | i
CC(=O)Nc1ccc(S(=O)(=O)N2CCC(N3CCCCCC3)CC2)cc1 | 0.9 | 0% | -1% | -0.3% | -19% | 2% | i | -19% | i
CN(C(=O)COC(=O)CCC(=O)c1ccc(Cl)cc1)c1c(N)n(Cc2ccccc2)c(=O)[nH]c1=O | -1.6 | -1% | -14% | 0.3% | 7% | -2% | i | 7% | i
COc1ccc(S(=O)(=O)N2CCN(CCCOc3ccc(F)cc3)CC2)cc1OC | -1.5 | 1% | -17% | 0.3% | 0% | -22% | i | 23µM* | i
COc1ccc2c(c1)c1c(c(=O)n(-c3ccc(OC)c(OC)c3)c(=O)n1Cc1ccc(C)cc1)n2C | / | / | -17% | -0.5% | 4% | 0% | i | 4% | /
COCc1cc(C)nc2sc3c(c12)NC(c1ccc(O)c(OC)c1)N(c1ccccc1)C3=O (stereo not drawn) | / | / | 0% | 4.3% | 12% | -11% | / | ? | /
Cc1ccc(C(=O)Nc2ccc3c(c2)C(=O)NC3=O)cc1 | -6.8 | -1% | 21% | -0.4% | -4% | 16% | i | 11% | i

Overlap with the part before: four compounds, then new ones.
SMILES | CCT modulator | Mm-Cpn inhibitor | HepG2 viability | Nrf2 ARE act | A549 tox | TGFb SMAD3 inh | ATXN viability | Nrf2 block | pAkt inh
COc1ccc(S(=O)(=O)N2CCN(CCCOc3ccc(F)cc3)CC2)cc1OC | -1.5 | 1% | -17% | 0.3% | 0% | -22% | i | 23µM* | i
COc1ccc2c(c1)c1c(c(=O)n(-c3ccc(OC)c(OC)c3)c(=O)n1Cc1ccc(C)cc1)n2C | / | / | -17% | -0.5% | 4% | 0% | i | 4% | /
COCc1cc(C)nc2sc3c(c12)NC(c1ccc(O)c(OC)c1)N(c1ccccc1)C3=O (stereo not drawn) | / | / | 0% | 4.3% | 12% | -11% | / | ? | /
Cc1ccc(C(=O)Nc2ccc3c(c2)C(=O)NC3=O)cc1 | -6.8 | -1% | 21% | -0.4% | -4% | 16% | i | 11% | i
COc1ccc(C(O)(CC(C)C)C(CN2CCOCC2)c2ccccc2)cc1 (stereo not drawn) | 0.4 | 1% | -17% | 2.4% | -2% | ? | i | ? | i
CCOC(=O)c1ccc(NC(=O)c2nc[nH]c2C(=O)NCCNC(=O)c2[nH]cnc2C(=O)Nc2ccc(C(=O)OCC)cc2)cc1 | -0.1 | -2% | -4% | 2.5% | 8% | -9% | i | 4% | i
O=C(Nc1ccc2nc(-c3cccnc3)[nH]c2c1)c1ccco1 | 0.4 | 1% | -7% | 0.0% | 1% | -24% | i | ? | i
NS(=O)(=O)c1cc(C(=O)NC2CCSc3ccccc32)ccc1Cl (stereo not drawn) | 0.3 | 6% | 9% | -0.8% | -1% | 1% | i | 8% | i
CCOc1ccccc1NC(=O)N1CCN(Cc2nc3ccc(C)cc3o2)CC1 | / | / | -10% | 1.4% | 3% | -27% | i | / | /
[O-]c1c[n+](-c2ccccc2)no1 | -0.3 | 2% | 18% | 0.3% | -15% | 17% | i | 8% | i
C#CC(CC)(CC)NC(=O)/C=C/C(=O)O | -1.0 | 1% | -3% | 0.0% | 8% | -2% | i | 5% | i
c1coc(CNCc2cccs2)c1 | -0.7 | 1% | -5% | -0.6% | 1% | 0% | i | 4% | i
C/C(=N\NC(=O)Cn1ccc(C(F)(F)F)n1)c1ccco1 | -4.3 | 1% | -3% | -0.8% | -1% | 0% | i | -9% | i
COc1cc(NC(=S)NCCN2CCOCC2)cc(OC)c1OC | -3.1 | 2% | -3% | 0.0% | 8% | -10% | i | -7% | i
Cc1c(NC(=O)c2cccc(F)c2)c(=O)n(-c2ccccc2)n1C | -0.5 | 1% | 5% | -0.6% | -1% | 20% | i | / | i
O=C1CN(C(=O)COc2ccc(F)cc2Br)c2ccccc2N1 | -1.4 | -3% | 1% | 3.2% | 0% | -3% | i | ? | i
CC(=O)NCCC(=O)N(Cc1ccccc1)c1nc2c(C)cccc2s1 | -0.1 | 0% | -26% | 2.7% | 7% | 0% | i | -17% | i
O=C(NC(=S)N1CCCC1)c1ccccc1Cl | -1.3 | 2% | 7% | -0.7% | -2% | -3% | i | 5% | i
COc1ccc(N2C(=O)C3CCCN3C2c2ccccc2)cc1 (stereo not drawn) | 0.8 | 1% | 5% | 0.0% | 1% | 6% | i | 12% | i
Cn1nc(OC(=O)Nc2cccc(Cl)c2)cc1C(F)(F)F | 3.5 | 0% | 2% | 4.1% | -6% | 14% | i | / | i
Cc1ccc(C)c(NC(=O)CSc2nc3c([nH]c4ccccc43)c(=O)n2-c2ccc(F)cc2)c1 | / | / | -12% | 0.9% | 4% | 1% | i | / | /
S=C(NCCc1ccccc1)N/N=C/c1cccc(Cl)c1Cl | -1.8 | -1% | -4% | 4.7% | ? | ? | i | 3% | i
CC1(C)N=C(N)N=C(N)N1c1cccc(C#N)c1 | -2.5 | / | 2µM* | 0.0% | -5% | -9% | i | ? | i
CCOc1ccc(CNC(=O)CN2C(=O)C3CCCCN3c3ccc(C(=O)N4CCCC4)cc32)cc1 (stereo not drawn) | / | / | 2% | -0.5% | 17% | -11% | i | / | /
c1ccc(N2CCN(c3ccccc3)C2c2ccncc2)cc1 | -5.0 | -3% | -12% | -0.9% | 1% | -12% | i | 1% | i
Cc1occc1-c1nnc(SCC(=O)Nc2ccccn2)o1 | -0.4 | 2% | -45% | 3.8% | 0% | -12% | i | ? | i
CCn1c(N2CCN(C(=S)Nc3ccc(OC)cc3)CC2)nc2ccccc21 | -7.3 | -8% | -1% | 2.7% | -9% | -23% | ? | 16µM* | i
O=P(Cc1cccc2ccccc12)(c1ccccc1)c1ccccc1 | -3.3 | / | -24% | 1.8% | -4% | -7% | i | -16% | i
COc1ccc(C(=O)NCC(=O)OCc2ccc(Cl)cc2Cl)cc1OC | 0.9 | -4% | -4% | 0.3% | 2% | -20% | i | 0% | i
COc1ccc(-n2c(SCC(=O)N/N=C/c3ccccc3OCC(=O)O)nc3ccccc3c2=O)cc1 | -1.5 | 0% | 2% | -0.7% | -8% | 4% | i | -1% | i
CCCC[C@H]1COCCS(=O)(=O)N1Cc1cccc(F)c1 | -10 | -13% | -18%&-19% | -0.9% | 9% | -4%&-20% | i | 9% | i
CCC(Sc1nc(-c2cccc(OC)c2)c(C#N)c(=O)[nH]1)C(=O)Nc1nnc(C(C)C)s1 (stereo not drawn) | -0.6 | -3% | -7% | -1.4% | 3% | -14% | i | ? | i
Cc1ccc(C2OCC3(CO2)COC(c2ccc(C)cc2)OC3)cc1 (stereo not drawn) | -2.4 | 0% | 1% | -0.5% | 0% | -13% | i | -9% | i
CCOCCCNC(=O)CSc1nnc(-c2ccc(S(=O)(=O)N3CCCC3)cc2)n1C | -3.8 | 1% | 0% | -0.1% | 1% | 5% | i | -6% | i
Cc1ccc(SCCNC(=O)/C=C/c2cccc([N+](=O)[O-])c2)cc1 | -0.3 | 0% | -10% | 0.5% | 16% | 0% | i | -10% | i
CCCCN1C(=O)C(CC(=O)NCCCCc2ccccc2)CC(C(=O)N(C)C)=C1C (stereo not drawn) | -1.6 | / | -20% | 0.1% | / | 0% | i | / | i

This is a random part of the collection; overall some 4.4% were active at least once.
